# D1 PAM – Potentiators of Human D1 Dopamine Receptor: qHTS | 360,000 tested, 0.036% active | D(1A) dopamine receptor (Homo sapiens), P21728 | potentiation, % at 10 µM | HEK293 TREx D1 cells, calcium flux, dopamine EC20 potentiation | AID 504651, 2011; in the data active means potentiation above about 30%; further: 0% is about no effect
# Target sequence (P21728 whole entry, looked up): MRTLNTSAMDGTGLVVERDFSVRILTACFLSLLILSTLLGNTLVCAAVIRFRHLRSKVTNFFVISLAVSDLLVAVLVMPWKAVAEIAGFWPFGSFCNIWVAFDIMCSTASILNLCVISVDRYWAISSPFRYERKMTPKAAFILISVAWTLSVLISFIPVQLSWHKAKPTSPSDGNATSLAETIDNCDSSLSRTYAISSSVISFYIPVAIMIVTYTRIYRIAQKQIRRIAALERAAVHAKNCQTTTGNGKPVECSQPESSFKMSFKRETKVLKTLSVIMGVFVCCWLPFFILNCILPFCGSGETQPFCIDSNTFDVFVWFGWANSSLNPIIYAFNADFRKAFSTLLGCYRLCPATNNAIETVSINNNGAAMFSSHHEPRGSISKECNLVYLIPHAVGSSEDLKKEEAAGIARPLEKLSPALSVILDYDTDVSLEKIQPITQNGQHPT
# Vif-APOBEC3F blk – qHTS for Inhibitors of Vif-A3F Interactions: qHTS. HeLa A3F-eYFP + Vif (tagged APOBEC3F with the HIV-1 protein that degrades it), YFP fluorescence increase. Potency, µM (series often up to 46.1 µM), for inactives: top-dose activity, negative = active. 390,000 tested, 0.2% active; further: potency means the concentration at half of the fitted maximal effect; % of control where 0% means no effect; nearly all actives have a fitted effect of over 65% in size
#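 Fluorescence increase (Ex 488/Em 500-530) after overnight compound treatment at 37 deg C flags inhibition of Vif-driven A3F-eYFP loss in stable HeLa A3F-eYFP/Vif cells seeded overnight beforehand.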
# D1 antag – Antagonist of Human D 1 Dopamine Receptor: qHTS. D(1A) dopamine receptor (Homo sapiens), P21728. HEK293 TREx D1 cells, calcium flux, dopamine EC80; active compounds read low. AID 504652, 2011. activity change, negative = inhibition, % at 10 µM. 360,000 tested, 3.2% active; in the data active means activity change below about -30%; further: on the % scale 0 is the no-effect control and ±100 the full control effect
#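 Calcium flux readout: force-coupled, inducible Hek293 Trex D1 line, cells induced overnight at 30 C with tetracycline, dye-loaded 30–90 min at RT. Antagonism scored against EC80 dopamine challenge given 180 s after compound.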
# Glioma ERSR ind – qHTS for Inducers of the Endoplasmic Reticulum Stress Response (ERSR) in Human Glioma: qHTS. U87-MG GRP78 promoter luciferase reporter, 16 h. Potency, µM, without a hit: top-dose activation, hits mostly activators. 420,000 tested, 0.02% active. AID 602332, 2012; further: potency means the concentration at half of the fitted maximal effect; series mostly up to about 76 µM; % of control where 0% means no effect; nearly all actives have a fitted effect of over 35% in size
#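 Stably transfected U87-MG human glioma cells carrying a GRP78-based luminescent sensor were seeded at 1000 cells/well, pin-dosed with compounds and incubated 16 h. Luciferase reagent was then added, and end-point luminescence was read after 10 min at room temperature.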
# RXFP1 antagonist – qHTS Assay for Antagonists of the Relaxin Receptor RXFP1; AID 1259400, 2018; HEK293-RXFP1, relaxin-stimulated cAMP HTRF, 30 min; active compounds read low; activity change, negative = inhibition, % at 57.5 µM; 350,000 tested, 0.59% active;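 active means activity change of -60% or lower, but not beyond a set lower limit; inconclusive means change between -60% and -40%, or beyond the set limit; inactive means change above -40%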; further: on the % scale 0 is the no-effect control and ±100 the full control effect
# D2 PAM – HTS Assay for Positive Allosteric Modulators of the Human D2 Dopamine Receptor: Primary Screen for Potentiators. HEK293 T-REx D2, calcium flux, EC20 dopamine potentiation. potentiation, % at 10 µM. 340,000 tested, 0.34% active. AID 485347, 2010;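 active means potentiation over 3 SD above the plate norm, cut at about 30% in these data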; further: 0% is about no effect
#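 Calcium flux readout, no-wash dye, 1 read/s. Inducible HEK293 Trex D2 line, overnight 30 C. Compound alone 180 s (agonist flags), then EC20 dopamine, another 180 s to score potentiation.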
# RXFP1 agonist – qHTS Assay for Agonists of the Relaxin Receptor RXFP1; Relaxin receptor 1 (Homo sapiens), Q9HBX9; HEK293T-RXFP1 cAMP TR-FRET, 30 min; response scale: percent of porcine relaxin response, buffer zero; Potency, µM (doses to about 57.5 µM), inactives show top-dose activation, actives largely listed as activators; 370,000 tested, 0.3% active; AID 2676, 2010; further: potency means the concentration at half of the fitted maximal effect; on the % scale 0 is the no-effect control and ±100 the full control effect; nearly all actives have a fitted effect of over 60% in size; many of its hits are not listed in these tables
#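 HEK293 cells stably expressing RXFP1, treated 30 min at 37C with compounds plus PDE4 inhibitor Ro 20174; cAMP measured by HTRF TR-FRET. Normalized to buffer and 29 nM porcine relaxin; EC50 by Hill fit.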
# Vif-APOBEC3G blk – qHTS for Inhibitors of Vif-A3G Interactions: qHTS. Potency, µM (top dose mostly 46.1 µM), without a hit: at the highest dose activity, negative = active, hits mostly inhibitors. AID 602310, 2012. HeLa A3G-eYFP + Vif (tagged APOBEC3G with the HIV-1 protein that degrades it), YFP fluorescence, overnight. 410,000 tested, 0.076% active. DNA dC->dU-editing enzyme APOBEC-3G (Homo sapiens), Q9HC16;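 further: potency means the concentration at half of the fitted maximal effect; on the % scale 0 is the no-effect control and ±100 the full control effect; nearly all actives have a fitted effect of over 60% in size; hits raise eYFP signal because A3G escapes Vif-driven loss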
# Target sequence (Q9HC16 whole entry, looked up): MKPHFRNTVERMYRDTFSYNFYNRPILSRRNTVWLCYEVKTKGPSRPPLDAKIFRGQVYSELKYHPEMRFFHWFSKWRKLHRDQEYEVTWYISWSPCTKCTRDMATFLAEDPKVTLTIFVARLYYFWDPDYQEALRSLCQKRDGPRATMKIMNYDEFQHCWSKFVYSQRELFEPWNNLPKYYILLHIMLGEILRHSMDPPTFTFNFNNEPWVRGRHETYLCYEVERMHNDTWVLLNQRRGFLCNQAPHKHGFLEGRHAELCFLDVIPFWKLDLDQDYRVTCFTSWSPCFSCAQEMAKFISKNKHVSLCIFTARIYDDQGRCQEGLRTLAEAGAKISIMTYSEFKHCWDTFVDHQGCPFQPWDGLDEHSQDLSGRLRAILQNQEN
#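 HeLa cells stably expressing Vif and C-terminally eYFP-tagged A3G, seeded overnight at 37 deg C, then exposed to compound by pintool overnight at 37 deg C. Rise in yellow fluorescence (Ex 488/Em 500-530, Acumen) marks blocked Vif-driven A3G degradation.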
# D1 ag – Allosteric Agonists of the Human D1 Dopamine Receptor: qHTS; HEK293 T-REx D1 cells, calcium flux, agonist mode; 360,000 tested, 1% active; AID 504660, 2011; activation, % at 2 µM; D(1A) dopamine receptor (Homo sapiens), P21728; in the data active means activation above about 30%; further: 0% is about no effect
#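 Tetracycline-induced HEK293 TREx D1 cells, force-coupled to calcium signalling, were dye-loaded with a no-wash calcium kit. Compound was pin-added after a 10 s baseline. Fluorescence was read kinetically at 1 cycle/s for 180 s, with calcium rises flagged as agonism.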
# Starred values were filed as active, the others as inactive; ? = inconclusive; / = no result given. Unless noted, the call rests on the fitted dose curve; in most records, active means well fitted curve in the direction sought with a large enough effect; inconclusive means small, poorly fitted or top-dose-only effect, or another doubt; inactive means no such curve, though single readings can be large; an effect the other way counts as inactive or inconclusive. An excerpt. The share of hits here may be higher or lower than overall.
1	CCOC(=O)C1CCCN(C(=O)c2cc3c(Cl)nc4ccccc4c3s2)C1 (configuration not stated)
2	O=C(Nc1ccccc1Cl)N1C2CCC1CC(O)(c1cccnc1)C2 (configuration not stated)
3	O=c1oc2ccccc2nc1/C=C(O)/C=C/c1ccc(F)cc1
4	COc1ccc(C(=O)CCC(=O)Nc2ccccc2C)cc1
5	COc1ccc(N(C(=O)c2cnccn2)C(C(=O)NC2CCCCC2)c2ccc(O)cc2)cc1 (configuration not stated)
6	CCOC(=O)C1CCCN(C(=O)C2CCCN(S(=O)(=O)c3ccc4c(c3)oc(=O)n4C)C2)C1 (configuration not stated)
7	O=C(CCn1ccc([N+](=O)[O-])n1)Nc1nccs1
8	COc1cccc(C(=O)NCc2ccc3c(c2)OCO3)c1
Screen / compound no.	1	2	3	4	5	6	7	8
D1 PAM	-4	-1	3	-1	-4	/	-5	0
Vif-APOBEC3F blk	-1%	1%	-17%	-1%	12%	1%	3%	-20%
D1 antag	-19	-4	11	7	18	-11	4	9
Glioma ERSR ind	-11%	-3%	4%	0%	-2%	-3%	-4%	-1%
RXFP1 antagonist	?	-10	12	-9	-8	/	-8	9
D2 PAM	4	-6	0	0	5	10	3	-2
RXFP1 agonist	4.5%	6.3%	-3.6%	2.0%	-0.4%	1.6%	12%	-1.6%
Vif-APOBEC3G blk	-10%	-3%	-14%	1%	-5%	2%	0%	-2%
D1 ag	7	1	5	-1	1	6	-1	2

9	CCN(c1ccccc1)S(=O)(=O)c1ccc(Cl)c(NC(=O)CSc2n[nH]c(N)n2)c1
10	CCN1C(=O)[C@H]2[C@@H](c3ccc(-c4ccc(C(C)=O)cc4)cc3)N3CCCC[C@@]3(C(=O)OC)[C@H]2C1=O
11	FC(F)(F)c1nnc2ccc(NCc3cccnc3)nn12
12	COC(CNC(=O)c1cccnc1)OC
13	Cc1ccccc1NC(=O)N1C2CCC1CC(O)(c1cccnc1)C2 (configuration not stated)
14	O=S(=O)(NCc1cc(-c2ccc(Cl)cc2)no1)c1ccccc1
15	Cn1ccnc1SCC(=O)c1ccc(C#N)cc1
16	COc1cc(/C=C/C(=O)OCC(=O)Nc2ccc(NC(C)=O)cc2)cc(S(=O)(=O)N2CCc3ccccc32)c1OC
Screen / compound no.	9	10	11	12	13	14	15	16
D1 PAM	2	-6	-4	-1	-2	/	-1	-3
Vif-APOBEC3F blk	-6%	4%	11%	1%	0%	4%	3%	-2%
D1 antag	11	8	-15	12	-34*	/	-1	1
Glioma ERSR ind	-1%	-2%	2%	-5%	-2%	1%	-2%	4%
RXFP1 antagonist	13	/	2	-8	-8	-2	-4	-6
D2 PAM	-10	7	2	6	11	/	13	-4
RXFP1 agonist	-0.7%	4.2%	5.6%	0.4%	5.3%	3.4%	-1.5%	0.4%
Vif-APOBEC3G blk	-1%	-1%	-5%	0%	1%	-5%	-2%	-2%
D1 ag	4	2	1	1	0	/	0	3

# The final two entries of the part above lead into the next.
15	Cn1ccnc1SCC(=O)c1ccc(C#N)cc1
16	COc1cc(/C=C/C(=O)OCC(=O)Nc2ccc(NC(C)=O)cc2)cc(S(=O)(=O)N2CCc3ccccc32)c1OC
17	CCOc1cc(/C=C/c2ccc3cccc([N+](=O)[O-])c3n2)ccc1OCC(=O)N(C)C
18	COc1ccc(-n2c(SCC(=O)NNC(=O)c3ccccc3C)nnc2-c2ccncc2)cc1
19	Cc1nc(NC(=O)CN(C)S(=O)(=O)c2ccc(Br)cc2)sc1C
20	CCCN1CCN(C(=O)Nc2ccc(C(=O)OCC)cc2)CC1
21	CC(=O)N[C@@H](Cc1c[nH]c2ccccc12)C(=O)NC1CCCc2ccccc21 (some centres not stated)
22	COc1cccc(-c2ccc3c(N)c(C(=O)Nc4ccccc4C)sc3n2)c1
23	Cc1oc(S(=O)(=O)N2CCCCC2)cc1NC(=O)Nc1ccc(Cl)cc1
24	CCc1ccc2nc(N3CCC(C(=O)NCCC(C)C)CC3)sc2c1
25	Cc1cccc(C)c1OCC(=O)N(Cc1ccc(Cl)cc1)CC1CCCO1 (configuration not stated)
Screen / compound no.	15	16	17	18	19	20	21	22	23	24	25
D1 PAM	-1	-3	-2	-1	-4	-4	-5	-8	-3	0	-1
Vif-APOBEC3F blk	3%	-2%	6%	-13%	1%	?	3%	1%	-4%	-25%	8%
D1 antag	-1	1	0	10	7	-13	-9	11	-15	9	12
Glioma ERSR ind	-2%	4%	-2%	0%	-6%	7%	-4%	-3%	-2%	0%	-2%
RXFP1 antagonist	-4	-6	-9	21	22	-2	-16	21	-4	/	-23
D2 PAM	13	-4	-6	14	-1	-2	-26	11	-1	17	3
RXFP1 agonist	-1.5%	0.4%	-0.3%	-0.2%	1.4%	0.1%	-0.9%	?	-0.1%	3.4%	-3.1%
Vif-APOBEC3G blk	-2%	-2%	?	1%	-7%	0%	0%	-2%	5%	-4%	-2%
D1 ag	0	3	-1	1	2	2	1	6	14	1	3

# 13 compounds already listed, arranged by heavy-atom count, largest number first.
16	COc1cc(/C=C/C(=O)OCC(=O)Nc2ccc(NC(C)=O)cc2)cc(S(=O)(=O)N2CCc3ccccc32)c1OC
10	CCN1C(=O)[C@H]2[C@@H](c3ccc(-c4ccc(C(C)=O)cc4)cc3)N3CCCC[C@@]3(C(=O)OC)[C@H]2C1=O
5	COc1ccc(N(C(=O)c2cnccn2)C(C(=O)NC2CCCCC2)c2ccc(O)cc2)cc1 (configuration not stated)
17	CCOc1cc(/C=C/c2ccc3cccc([N+](=O)[O-])c3n2)ccc1OCC(=O)N(C)C
9	CCN(c1ccccc1)S(=O)(=O)c1ccc(Cl)c(NC(=O)CSc2n[nH]c(N)n2)c1
1	CCOC(=O)C1CCCN(C(=O)c2cc3c(Cl)nc4ccccc4c3s2)C1 (configuration not stated)
23	Cc1oc(S(=O)(=O)N2CCCCC2)cc1NC(=O)Nc1ccc(Cl)cc1
13	Cc1ccccc1NC(=O)N1C2CCC1CC(O)(c1cccnc1)C2 (configuration not stated)
14	O=S(=O)(NCc1cc(-c2ccc(Cl)cc2)no1)c1ccccc1
4	COc1ccc(C(=O)CCC(=O)Nc2ccccc2C)cc1
Screen / compound no.	16	10	5	17	9	1	23	13	14	4
D1 PAM	-3	-6	-4	-2	2	-4	-3	-2	/	-1
Vif-APOBEC3F blk	-2%	4%	12%	6%	-6%	-1%	-4%	0%	4%	-1%
D1 antag	1	8	18	0	11	-19	-15	-34*	/	7
Glioma ERSR ind	4%	-2%	-2%	-2%	-1%	-11%	-2%	-2%	1%	0%
RXFP1 antagonist	-6	/	-8	-9	13	?	-4	-8	-2	-9
D2 PAM	-4	7	5	-6	-10	4	-1	11	/	0
RXFP1 agonist	0.4%	4.2%	-0.4%	-0.3%	-0.7%	4.5%	-0.1%	5.3%	3.4%	2.0%
Vif-APOBEC3G blk	-2%	-1%	-5%	?	-1%	-10%	5%	1%	-5%	1%
D1 ag	3	2	1	-1	4	7	14	0	/	-1

11	FC(F)(F)c1nnc2ccc(NCc3cccnc3)nn12
7	O=C(CCn1ccc([N+](=O)[O-])n1)Nc1nccs1
12	COC(CNC(=O)c1cccnc1)OC
Screen / compound no.	11	7	12
D1 PAM	-4	-5	-1
Vif-APOBEC3F blk	11%	3%	1%
D1 antag	-15	4	12
Glioma ERSR ind	2%	-4%	-5%
RXFP1 antagonist	2	-8	-8
D2 PAM	2	3	6
RXFP1 agonist	5.6%	12%	0.4%
Vif-APOBEC3G blk	-5%	0%	0%
D1 ag	1	-1	1

# Assay outcomes (PubChem)
